Screening data (PubChem)
PhoP GFP inhibition: PhoP regulon inhibitors, Salmonella typhi PhoP promoter GFP reporter, confirmatory (AID 1850); Salmonella Typhi PhoP-promoter GFP reporter, fluorescence, 4 h; higher % means a stronger effect; inhibition, % at 50 µM; hits with a dose series show IC50 in µM; 0.33% of 310,000 active; in the data active = a potency from the dose series; inconclusive = inhibition mostly from about 25% at the one dose, without a potency; inactive = the rest, 99 in 100 with inhibition below about 19%;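 also: 0% = induced wells with vehicle and 100% = uninduced wells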
H37Rv inhibition: M. tuberculosis growth inhibition, HTS (AID 449762); M. tuberculosis H37Rv growth inhibition, 7H9 media; higher % means a stronger effect; inhibition, % at 25 µM, or IC50 in µM where a hit was titrated; 0.59% of 330,000 active; in the data active = a potency from the dose series; inconclusive = inhibition above about 70% without an active follow-up result;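 also: bacterial growth assessed after seven days of incubation; strong numbers were not always called active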
H1N1 NS1A inhibition: H1N1 influenza NS1A inhibitors, functional cell based assay (AID 504329); NS1A functional cell-based assay, percent inhibition; higher % means a stronger effect; inhibition, % at 12.5 µM; hits with a dose series show IC50 in µM; 0.3% of 340,000 active; in the data active = a potency from the dose series; inconclusive = inhibition above about 27% without an active follow-up result; also: strong numbers were not always called active
M. tuberculosis: growth inhibition of non-replicating M. tuberculosis (AID 488890); Mycobacterium tuberculosis non-replicating, growth inhibition; higher % means a stronger effect; one-dose inhibition, % at 25 µM; IC50 in µM for titrated hits; 0.39% of 320,000 active; in the data active = a potency from the dose series; inconclusive = inhibition mostly from about 82% at the one dose, without a potency; inactive = the rest, 99 in 100 with inhibition below about 76%;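 also: plate controls were DMSO cells for no effect and high antibiotic wells for full effect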
inhibitors of VEEV: inhibitors of VEEV TC-83 cytopathic effect, confirmation, Vero cells (AID 588727). Vero cells, VEEV TC-83 cytopathic effect inhibition; higher % means a stronger effect. one-dose inhibition, % at 20 µM; IC50 in µM for titrated hits. 0.13% of 350,000 active; in the data active = a potency from the dose series; inconclusive = inhibition mostly from about 14% at the one dose, without a potency; inactive = the rest, 99 in 100 with inhibition below about 12%; also: strong numbers were not always called active
Active calls of the source: *; & = joins results of further samples.

Screening Cc1ccc(N(CC(=O)NCc2ccc3c(c2)OCO3)C(=O)CCC(=O)Nc2ccccn2)cc1 returned PhoP GFP inhibition -29%, H37Rv inhibition 3%, H1N1 NS1A inhibition 4%, M. tuberculosis 3% and inhibitors of VEEV 9.5%.
`Cc1c(C(=O)N(Cc2cccc(Br)c2)C2CCS(=O)(=O)C2)oc2ccc(F)cc12` (stereo not drawn) gave PhoP GFP inhibition -11%, H37Rv inhibition 1%, H1N1 NS1A inhibition 7%, M. tuberculosis 1% and inhibitors of VEEV 6.2%.
Screening COc1ccc(NC(=O)NC(=O)c2cc(OCC(F)(F)F)ccc2OCC(F)(F)F)cc1 returned PhoP GFP inhibition 2%, H37Rv inhibition -8%, H1N1 NS1A inhibition -16%, M. tuberculosis -8% and inhibitors of VEEV 1.1%.
For CCOc1cc(CNc2ccc3c(c2)OCCO3)cc(Br)c1OCC(N)=O the results were PhoP GFP inhibition -2%, H37Rv inhibition -13%, H1N1 NS1A inhibition 15%, M. tuberculosis -3% and inhibitors of VEEV inactive.
For O=C1CCC/C(=N\NC(=O)COc2ccc(Cl)cc2)C1 the results were PhoP GFP inhibition 4%, H37Rv inhibition -5%, H1N1 NS1A inhibition -8% and inhibitors of VEEV 0.8%.
`OC(COc1ccc(OCC(O)CN2CCN(Cc3ccccc3)CC2)cc1)CN1CCN(Cc2ccccc2)CC1` (stereo not drawn) gave PhoP GFP inhibition 1%, H37Rv inhibition -4%, M. tuberculosis inconclusive and inhibitors of VEEV inactive.
CC(OC(=O)Cc1n[nH]c(=O)c2ccccc12)C(=O)Nc1ccc(F)cc1 (stereo not drawn) was read as PhoP GFP inhibition -4%, H37Rv inhibition -5%, H1N1 NS1A inhibition -6%, M. tuberculosis 0% and inhibitors of VEEV 1.9%.
CC(=O)c1cn(C)c(=O)n(C)c1=O was read as PhoP GFP inhibition -3%, H37Rv inhibition -3%, H1N1 NS1A inhibition 2%, M. tuberculosis -13% and inhibitors of VEEV inactive.
Screening C#CCn1cc(Cl)cc(C(=O)Nc2ccccc2)c1=O returned PhoP GFP inhibition -1%, H37Rv inhibition -8%, H1N1 NS1A inhibition -7%, M. tuberculosis -2% and inhibitors of VEEV 1.3%.
For CN(C)C(=S)NC(C)(C)C the results were PhoP GFP inhibition 4%, H37Rv inhibition 2%, H1N1 NS1A inhibition -5%, M. tuberculosis -27% and inhibitors of VEEV inactive.
For CCOC(=O)C1(Cc2cccc(F)c2)CCN(C(=O)COC)CC1 the results were PhoP GFP inhibition 20%, H37Rv inhibition 0%, H1N1 NS1A inhibition -18%, M. tuberculosis 13% and inhibitors of VEEV 3.1%.
For Cc1ccc2nc(NC(=O)C3CCN(S(=O)(=O)c4cc([N+](=O)[O-])ccc4Cl)CC3)sc2c1 the results were PhoP GFP inhibition 2%, H37Rv inhibition inconclusive, H1N1 NS1A inhibition 7%, M. tuberculosis 29% and inhibitors of VEEV 4.3%.
Screening O=c1oc(-c2ccccc2Br)nc2ccccc12 returned PhoP GFP inhibition -5%, H37Rv inhibition 23%, H1N1 NS1A inhibition -23%, M. tuberculosis inconclusive and inhibitors of VEEV 2.2%.
For CCc1noc(C)c1C(=O)OCC(=O)N(CCOC)c1c(N)n(Cc2ccccc2)c(=O)[nH]c1=O the results were PhoP GFP inhibition -2%, H37Rv inhibition -1%, H1N1 NS1A inhibition -7%, M. tuberculosis -16% and inhibitors of VEEV 4.9%.
CCCOP(=O)(c1ccc(N(C)C)cc1)C(O)c1cc(OC)c(OC)c(OC)c1 (stereo not drawn) was read as PhoP GFP inhibition 2%, H37Rv inhibition 1%, H1N1 NS1A inhibition 1%, M. tuberculosis 3% and inhibitors of VEEV 1.3%.
O=[N+]([O-])c1ccc(Oc2cccnc2)c([N+](=O)[O-])c1 was read as H1N1 NS1A inhibition -23% and inhibitors of VEEV 10%.
For CCCN(CCC)C(=O)Cc1c(-c2ccc(Cl)cc2)nc2c(Cl)cc(Cl)cn12 the results were PhoP GFP inhibition -26%, H37Rv inhibition 2%, H1N1 NS1A inhibition -4%, M. tuberculosis 0% and inhibitors of VEEV 0.1%.
For COc1ccc(/C=N/OC(=O)Nc2ccc(Cl)cc2)c(OC)c1 the results were PhoP GFP inhibition 8%, H37Rv inhibition -5%, H1N1 NS1A inhibition -12%, M. tuberculosis -17% and inhibitors of VEEV 1.3%.
For CCOc1ccccc1N(C)C(=O)c1cc2c(=O)n(CC)c3ccccc3c2s1 the results were PhoP GFP inhibition 12%, H37Rv inhibition 3%, H1N1 NS1A inhibition -27%, M. tuberculosis 25% and inhibitors of VEEV 8.6%.
CCCNC(=O)c1ccc(Cn2cc(C(F)(F)F)ccc2=O)cc1 was read as PhoP GFP inhibition 9%, H37Rv inhibition -4%, H1N1 NS1A inhibition -5%, M. tuberculosis -6% and inhibitors of VEEV 1.2%.

Of the compounds above, these contain an NH in an aromatic ring:
CC(OC(=O)Cc1n[nH]c(=O)c2ccccc12)C(=O)Nc1ccc(F)cc1 (stereo not drawn) was read as PhoP GFP inhibition -4%, H37Rv inhibition -5%, H1N1 NS1A inhibition -6%, M. tuberculosis 0% and inhibitors of VEEV 1.9%.
For CCc1noc(C)c1C(=O)OCC(=O)N(CCOC)c1c(N)n(Cc2ccccc2)c(=O)[nH]c1=O the results were PhoP GFP inhibition -2%, H37Rv inhibition -1%, H1N1 NS1A inhibition -7%, M. tuberculosis -16% and inhibitors of VEEV 4.9%.

(listing goes on)
O=C(CN1C(=O)c2ccccc2S1(=O)=O)c1ccccc1Cl was read as PhoP GFP inhibition 12%, H37Rv inhibition 0%, H1N1 NS1A inhibition -1%, M. tuberculosis 15% and inhibitors of VEEV 0.1%.
`COc1ccc(/C=C/C(=O)Nc2cc(S(=O)(=O)N3CCOCC3)ccc2C)cc1OC` gave PhoP GFP inhibition -5%, H37Rv inhibition 6%, H1N1 NS1A inhibition 3%, M. tuberculosis -7% and inhibitors of VEEV 0.3%.
Cc1cc(C(=O)CCC(=O)N2CCN(S(=O)(=O)c3cccs3)CC2)c(C)s1 was read as PhoP GFP inhibition 5%, H37Rv inhibition -6%, H1N1 NS1A inhibition -12%, M. tuberculosis 4% and inhibitors of VEEV 9.6%.
`CCCCS(=O)(=O)/C=C/[C@H]1[C@H](S(=O)(=O)CCCC)[C@H]2C=C[C@@H]1C2` gave PhoP GFP inhibition 6%, H37Rv inhibition 1%, H1N1 NS1A inhibition -8%, M. tuberculosis -10% and inhibitors of VEEV 4.8%.
`Cc1ccc(NC(=O)CCCSc2nc3ccccc3[nH]2)cc1` gave PhoP GFP inhibition -2%, H37Rv inhibition 13%, H1N1 NS1A inhibition -2%, M. tuberculosis 79% and inhibitors of VEEV inactive.
For COc1ccc(-c2c(C#N)c(N)nc3c2CCC3)cc1 the results were PhoP GFP inhibition 5%, H37Rv inhibition 8%, H1N1 NS1A inhibition 12%, M. tuberculosis 20% and inhibitors of VEEV 2.3%.
COc1ccccc1N1CCN(C(=O)c2ccc(-c3ccccc3)cc2)CC1 was read as PhoP GFP inhibition 1%, H37Rv inhibition 44%, H1N1 NS1A inhibition -18%, M. tuberculosis 13% and inhibitors of VEEV 9.8%.
`Cc1ccc(SC(C)C(=O)N2CCCC2)cc1` (stereo not drawn) gave PhoP GFP inhibition -13%, H37Rv inhibition -4%, H1N1 NS1A inhibition 1%, M. tuberculosis 3% and inhibitors of VEEV 0.1%.
`CCn1c(=O)cc(SCC(=O)NCCCN2CCN(c3ccc(F)cc3)CC2)c2ccccc21` gave PhoP GFP inhibition 2%, H37Rv inhibition -3%, H1N1 NS1A inhibition 4%, M. tuberculosis 17% and inhibitors of VEEV inactive.
Cc1oc(-c2cccc(C(F)(F)F)c2)nc1CN1CCOCC1 was read as PhoP GFP inhibition 3%, H37Rv inhibition -2%, H1N1 NS1A inhibition -9%, M. tuberculosis 0% and inhibitors of VEEV 1.6%.
`CN(CC(=O)Nc1ncn[nH]1)S(=O)(=O)c1ccc(Br)cc1` gave PhoP GFP inhibition -6%, H37Rv inhibition 2%, H1N1 NS1A inhibition 19%, M. tuberculosis 3% and inhibitors of VEEV 1.3%.
For Cn1c(SCc2ccccc2Br)nc2ccccc2c1=O the results were PhoP GFP inhibition -5%, H37Rv inhibition 4%, H1N1 NS1A inhibition -6%, M. tuberculosis 52% and inhibitors of VEEV 2.2%.
`CCC(=O)Nc1c2c(nc3c1CCC3)CCCC2` gave PhoP GFP inhibition -6%, H37Rv inhibition -7%, H1N1 NS1A inhibition 0%, M. tuberculosis -15% and inhibitors of VEEV 2.3%.
For CCN(CC)C(=O)C1CCN(Cc2ccc(OCc3ccccc3)c(OC)c2)CC1 the results were PhoP GFP inhibition -2%, H37Rv inhibition 0%, H1N1 NS1A inhibition 5%, M. tuberculosis 8% and inhibitors of VEEV 0.5%.
Screening O=C1CN(C(=O)COc2c(F)c(F)cc(F)c2F)c2ccccc2N1 returned PhoP GFP inhibition -8%, H37Rv inhibition 8%, H1N1 NS1A inhibition -7%, M. tuberculosis -1% and inhibitors of VEEV 1.4%.
For O=C(/C=C/c1ccc(Cl)cc1)Nc1ccc(N2CCOCC2)cc1 the results were PhoP GFP inhibition 11%, H37Rv inhibition -1%, H1N1 NS1A inhibition 10%, M. tuberculosis -4% and inhibitors of VEEV 0.2%.
Cn1c(SCC(O)c2ccccc2)nnc1-c1ccc2ccccc2c1 (stereo not drawn) was read as PhoP GFP inhibition -3%, H37Rv inhibition 3%, H1N1 NS1A inhibition 9%, M. tuberculosis 41% and inhibitors of VEEV 0.3%.
Screening COC(=O)C1C2CCC(C2)C1C(=O)OCC(=O)c1ccccc1 (stereo not drawn) returned PhoP GFP inhibition 4%, H37Rv inhibition -6%, H1N1 NS1A inhibition 1%, M. tuberculosis 74% and inhibitors of VEEV inactive.
For OCCC1CN(Cc2ccc3c(c2)CCO3)CCN1C1CCCC1 (stereo not drawn) the results were PhoP GFP inhibition 1%, H37Rv inhibition 1%, H1N1 NS1A inhibition -4%, M. tuberculosis 5% and inhibitors of VEEV 0.1%.
For Cc1cccc(-c2noc(-c3ccoc3C)n2)c1 the results were PhoP GFP inhibition -13%, H37Rv inhibition 1%, H1N1 NS1A inhibition -10%, M. tuberculosis 10% and inhibitors of VEEV 1.2%.

Taken from above, three compounds:
Screening COC(=O)C1C2CCC(C2)C1C(=O)OCC(=O)c1ccccc1 (stereo not drawn) returned PhoP GFP inhibition 4%, H37Rv inhibition -6%, H1N1 NS1A inhibition 1%, M. tuberculosis 74% and inhibitors of VEEV inactive.
For OCCC1CN(Cc2ccc3c(c2)CCO3)CCN1C1CCCC1 (stereo not drawn) the results were PhoP GFP inhibition 1%, H37Rv inhibition 1%, H1N1 NS1A inhibition -4%, M. tuberculosis 5% and inhibitors of VEEV 0.1%.
For Cc1cccc(-c2noc(-c3ccoc3C)n2)c1 the results were PhoP GFP inhibition -13%, H37Rv inhibition 1%, H1N1 NS1A inhibition -10%, M. tuberculosis 10% and inhibitors of VEEV 1.2%.

New compounds follow
For CCN(CC)P(=O)(NC(=O)C(Cl)(Cl)Cl)N(CC)CC.[Cl-].[Cl-].[Cl-].[Nd+3] the results were PhoP GFP inhibition 0%, H37Rv inhibition -15%, H1N1 NS1A inhibition -10%&-8%, M. tuberculosis 12% and inhibitors of VEEV 66%&3.5%.
`Cc1c[nH]c2cccc(OCC(CNC(C)(C)C)OC(=O)c3ccccc3)c12` (stereo not drawn) gave PhoP GFP inhibition -14%, H37Rv inhibition 2%, H1N1 NS1A inhibition 16%, M. tuberculosis -4% and inhibitors of VEEV 1.1%.
Screening Nc1c(N(CCC2=CCCCC2)C(=O)COc2ccc([N+](=O)[O-])cc2)c(=O)[nH]c(=O)n1Cc1ccccc1 returned H1N1 NS1A inhibition -9% and inhibitors of VEEV inactive.
CN(C)S(=O)(=O)c1cccc(C(=O)OCC(=O)NCc2ccc3c(c2)OCO3)c1 was read as PhoP GFP inhibition -1%, H37Rv inhibition -4%, H1N1 NS1A inhibition -1%, M. tuberculosis -12% and inhibitors of VEEV 0.6%.
COc1ccccc1CNC(=O)C/C(C)=N/NC(=O)Cc1ccc(OC)c(OC)c1 was read as PhoP GFP inhibition -11%, H37Rv inhibition -19%, H1N1 NS1A inhibition 0%, M. tuberculosis 4% and inhibitors of VEEV 1.1%.
COc1ccc(S(=O)(=O)N2CCOCC2)cc1C(=O)NC1CCCCC1 was read as PhoP GFP inhibition -7%, H37Rv inhibition -18%, H1N1 NS1A inhibition 22%, M. tuberculosis -10% and inhibitors of VEEV 2.5%.
`CCn1nc(NC(=O)c2cccnc2)c2cc3ccccc3nc21` gave PhoP GFP inhibition -11%, H37Rv inhibition 8%, H1N1 NS1A inhibition -7%, M. tuberculosis 3% and inhibitors of VEEV 3.9%.
